# Screening data as filed in PubChem.
# 12-LOX inh – blocks human arachidonate 12S-lipoxygenase; Potency, µM (highest dose often 108 µM), without a hit: at the top dose activity change, negative = inhibition, hits mostly inhibitors; AID 1671190; P18054; hit rate 1.1% among 580,000; purified 12hLO, xylenol orange hydroperoxide absorbance; active = well fitted inhibition curve with a large enough effect; inconclusive = small, poorly fitted or top-dose-only effect, or another doubt; inactive = no such curve, though single readings can be large or run the other way
# Target sequence (P18054 whole entry, looked up): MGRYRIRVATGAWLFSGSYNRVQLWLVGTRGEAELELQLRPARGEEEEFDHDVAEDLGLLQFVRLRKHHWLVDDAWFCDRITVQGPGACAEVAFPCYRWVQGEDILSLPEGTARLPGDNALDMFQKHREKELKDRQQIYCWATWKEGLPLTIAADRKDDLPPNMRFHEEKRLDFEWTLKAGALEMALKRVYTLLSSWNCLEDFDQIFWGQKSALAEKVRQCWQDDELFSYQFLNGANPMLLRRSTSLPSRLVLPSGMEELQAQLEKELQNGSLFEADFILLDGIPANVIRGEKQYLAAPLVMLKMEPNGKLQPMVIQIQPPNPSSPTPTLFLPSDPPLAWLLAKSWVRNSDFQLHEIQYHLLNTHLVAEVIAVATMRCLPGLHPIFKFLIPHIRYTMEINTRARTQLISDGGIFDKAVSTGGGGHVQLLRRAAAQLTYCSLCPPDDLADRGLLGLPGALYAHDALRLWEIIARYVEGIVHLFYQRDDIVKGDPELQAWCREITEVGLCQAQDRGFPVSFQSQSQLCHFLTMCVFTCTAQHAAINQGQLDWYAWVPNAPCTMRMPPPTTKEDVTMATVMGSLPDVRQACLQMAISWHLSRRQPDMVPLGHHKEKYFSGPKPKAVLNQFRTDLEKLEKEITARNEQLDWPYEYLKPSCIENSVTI
#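 Hydroperoxide product was detected by ferrous iron/xylenol orange as the 573 to 405 nm absorbance ratio. Arachidonic acid at 40 uM (final) was turned over for 30 min at room temperature by 150 nM human 12hLO, pH 7.0 Hepes buffer, after 15 min compound preincubation.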
# * = called active by the depositor; ? = inconclusive; [ ] = another dose, or the depositor's remark. % is scaled to controls: 0 for no effect and ±100 for the full control effect; potency is read from the fitted curve at half-maximal effect. Only part of the results is shown (hit frequency here may not be typical).
SMILES,12-LOX inh
COc1cc2c(c(OC)c1OC)[C@@]1(c3ccccc3)CCCCC[C@H]1[C@@H]2NC(=O)C(F)(F)F,8%
COc1ccccc1C(=O)OCc1cccc(C#N)c1,16%
O=C(NCCc1ccccc1)N1CCC(OC2CCN(Cc3ccccc3)CC2)CC1,37%[activator]
Cc1ncccc1C(=O)N1CCC(N2C(=O)C3(CCCC3)C2c2ccccc2)CC1 (stereo unspecified),9%
Cc1ccc(SC(Sc2ccc(C)cc2)=C(Cl)/C=N/O)cc1,?
Cc1cccc(NC(=O)c2ccccc2NC(=O)CN2CCN(S(=O)(=O)c3cccs3)CC2)c1,3%
Cc1ccc(NC(=O)Cn2nc3n(c2=O)CCCCC3)cc1,14%
COCCN1C(=O)c2ccccc2C(C(=O)NC2CCCC2)C12CCCCC2 (stereo unspecified),6%
Cn1cc(C(=O)N2CCN(S(=O)(=O)c3cccc(Br)c3)CC2)c2ccccc21,?
Cc1noc([C@@H]2CC(F)(F)CN2C(=O)c2ocnc2C)n1,20%

# Grouped by structure: the entries above containing a carbonyl joined to an NH by a bond outside any ring.
SMILES,12-LOX inh
COc1cc2c(c(OC)c1OC)[C@@]1(c3ccccc3)CCCCC[C@H]1[C@@H]2NC(=O)C(F)(F)F,8%
O=C(NCCc1ccccc1)N1CCC(OC2CCN(Cc3ccccc3)CC2)CC1,37%[activator]
Cc1cccc(NC(=O)c2ccccc2NC(=O)CN2CCN(S(=O)(=O)c3cccs3)CC2)c1,3%
Cc1ccc(NC(=O)Cn2nc3n(c2=O)CCCCC3)cc1,14%
COCCN1C(=O)c2ccccc2C(C(=O)NC2CCCC2)C12CCCCC2 (stereo unspecified),6%

# (next part)
SMILES,12-LOX inh
CC1CCN(S(=O)(=O)c2ccc3c(ccc(=O)n3CC(=O)NCc3ccccn3)c2)CC1,19%
COc1ccc2oc(=O)c(-c3nc(-c4ccccc4C)no3)cc2c1,?
O=C(CCC1CCCC1)N1CCN(C(=O)c2cc3ccccc3oc2=O)CC1,-5%
CCCOc1ccc(C(=O)/C(=C/c2ccncc2)c2nc3ccccc3o2)cc1,1%
Cn1ccnc1CN1C[C@@H]2C[C@H]1C(=O)N(CC1CC1)c1ccccc1O2,12%[176 µM]
Cn1c(=O)[nH]c(=O)c2c1nc(N1CCNCC1)n2CC(N)=O,-23%
N#Cc1ccc(NC(=O)NCc2ccccn2)cc1,3%
CS(=O)(=O)N(C1CC1)C1CCOC2(CCN(C(=O)Nc3ccccc3F)CC2)C1 (stereo unspecified),27%
CC(C)c1ccc(C(=O)N2CCCC[C@H](N(C)C)C2)c(=O)n1C,7%
COc1cccc(CNC(=O)[C@H]2CCCN2C(=O)[C@H]2CCCN2C(=O)N2CCOCC2)c1,-6%

# Ordered by value in 12-LOX inh (rising): three from the list above.
SMILES,12-LOX inh
CC(C)c1ccc(C(=O)N2CCCC[C@H](N(C)C)C2)c(=O)n1C,7%
CC1CCN(S(=O)(=O)c2ccc3c(ccc(=O)n3CC(=O)NCc3ccccn3)c2)CC1,19%
CS(=O)(=O)N(C1CC1)C1CCOC2(CCN(C(=O)Nc3ccccc3F)CC2)C1 (stereo unspecified),27%

# Next section.
SMILES,12-LOX inh
CCCNC(=O)C1CN(C(=O)c2nn(-c3ccccc3)c(=O)c3ccccc23)c2ccccc2O1 (stereo unspecified),?
Cc1ccsc1CN1CCCC2(Cc3ccccc3CNC2=O)C1 (stereo unspecified),1%[6.33 µM]
O=C(COc1ccccc1)N1CC2CC(C1)[C@H]1CCCC(=O)N1C2 (stereo partly specified),28%
COc1cccc(CC(=O)N2[C@@H]3CC[C@H]2CC(NC(=O)c2cnc(C)cn2)C3)c1 (stereo partly specified),18%
COc1cccc(CN2C[C@@H]3C(=O)N(Cc4ccc5c(c4)OCO5)C(=O)[C@@H]3C2)c1OC,49%[activator]
CC(C)c1nnc(NC(=O)C[C@H]2NC(=O)c3ccccc3NC2=O)s1,16%
O=C1NCCCCCN(C(=O)NCCc2ccccc2)[C@H]2CCCC[C@@H]12,58%[activator]
CN(CC1CCOC1)S(=O)(=O)c1ccc2c(c1)CCC2 (stereo unspecified),43%[activator]
Cc1ccc(NC(=O)C2N(C(C)C)C(=O)C23CCCC3)cc1 (stereo unspecified),?
CCCOc1ccc(C2C3=C(CC(C)(C)CC3=O)Nc3cc4c(cc32)OCO4)cc1 (stereo unspecified),?
O=C(NCc1ccc(Cn2cccn2)cc1)c1cn[nH]c1-c1ccccc1,-66%
O=S(=O)(c1ccc2ccccc2c1)N1CCN(c2nc3ccccc3o2)CC1,-22%
COc1cc(CN2C(=O)CC[C@@H]3CN(Cc4ccccn4)CC[C@@H]32)cc(OC)c1OC,0%
CN1CCN(C(=O)[C@@H]2CCC[C@@H](NCc3cnn(C)c3)CN(C)C(=O)C2)CC1,-1%[176 µM]
Cn1c(=O)c2ccnn2c2ccc(C(=O)Nc3ccc4c(c3)OCCO4)cc21,9%
O=C1CC(c2ccccc2)N(C(=O)NCc2ccccc2)CCCCCN1 (stereo unspecified),12%
COc1ccc(OS(=O)(=O)CCc2ccccc2)cc1,0%
COC(=O)[C@@]1(Cc2ccc(F)cc2)[C@H]2c3cc(C(=O)N4CCCC4)n(C[C@H](O)CO)c3C[C@H]2CN1C(=O)c1ccccc1,?
O=C1NC2(CCN(C(=O)c3ccccc3)C2)OCc2ccccc21 (stereo unspecified),17%[176 µM]
CN(C)C(=O)c1noc2c1CN(C(=O)C1COc3ccccc3C1)CC2 (stereo unspecified),11%
COc1ccc(C(=O)C(C)OC(=O)c2ccc(C(C)=O)s2)cc1 (stereo unspecified),-49%
CCOc1ccccc1C(=O)N1CCC2(CC1)NC(=O)N(c1cccc(Cl)c1)N2,?
COC(=O)[C@@H](NC(=O)c1cnc(C)cn1)C(C)C,?
C=CCNC(=O)NC(=O)CN(Cc1ccccc1)CC(C)C(=O)OC (stereo unspecified),-23%
O=C(Cc1ccc(O)cc1)N1Cc2ccccc2CC2(CCN(Cc3ccncc3)C2)C1 (stereo unspecified),?
O=C(NCc1cccc(Oc2ccccc2)c1)C(=O)c1c[nH]c2ccccc12,7%
O=C(Nc1c(Cl)cc(Cl)cc1Cl)C12CC3CC(CC(Cl)(C3)C1)C2,9%
Cc1cc2n(CC(O)COc3ccc(Cl)cc3)c(=O)c3ccccc3n2n1 (stereo unspecified),-15%
COc1cc2ccccc2cc1C(=O)N1CCN(CC(=O)Nc2cccc(F)c2)CC1,-10%
O=S(=O)(NCCc1ncc2ccccn12)c1ccc(F)cc1,3%
O=C(Nc1ccc(Cl)cc1Cl)c1cccn2cncc12,26%[176 µM]
O=C(OC1CCCCC1=O)c1ccccc1I (stereo unspecified),-24%
CSc1ccc(-c2nc(CN3CCCC(CO)C3)c(C)o2)cc1 (stereo unspecified),-3%
CCCc1nn(C)c2c(=O)[nH]c(-c3cc(S(=O)(=O)Nc4ccccc4C)ccc3OCC)nc12,11%
O=C(CSc1nc2ccccc2c(=O)n1CCCN1CCOCC1)c1ccccc1,1%
CC(C)(C)c1cc(C[C@@H]2C[C@H](NS(=O)(=O)c3ccccc3)C2(C)C)no1,50%[activator][176 µM]
FC(F)(F)c1cccc(-c2nc3ccccc3n2C(c2ccccc2)c2nc3ccccc3[nH]2)c1 (stereo unspecified),1%
Cc1ccc(NC(=O)CN(Cc2cccs2)CC2CCCO2)cc1 (stereo unspecified),-9%
COc1cccc(C2=NS(=O)(=O)N(C)C(C(=O)N3CCN(c4ccc(F)cc4)CC3)=C2)c1,-14%
COc1ccc(C2NC(=O)N(Cc3nc(C4CC4)no3)C3=C2C(=O)OC3)cc1 (stereo unspecified),-14%
COc1cccc(CC(=O)N2C[C@@H](Oc3ccccc3)C[C@H]2C(=O)N2CCOCC2)c1,20%
COCCN(CCOC)C(=O)c1cccc(C#N)c1,5%
C(=N\N=C(c1ccccc1)c1ccccc1)/c1cn(-c2cccs2)nc1-c1ccccc1,-10%
CC(C)C(=O)N1CCC(N2C(=O)C(O)C23CCCCC3)CC1 (stereo unspecified),1%
Nc1ncnc(Nc2ccc(F)c(Cl)c2)c1[N+](=O)[O-],26%
CCCOc1ccc(-c2nc(C#N)c(NCCc3ccc(OC)c(OC)c3)o2)cc1,?
CSc1nc2c(c(=O)n(C)c(=O)n2C)n1CCCc1ccccc1,-7%
Cc1ccc(NC(=O)Cn2ccn3nc(-c4ccccc4)c(CO)c3c2=O)cc1Cl,?
COc1ccc(C2(C(=O)N(C)Cc3ccc4c(c3)OCO4)CCOCC2)cc1,-9%[6.33 µM]
CN1CCC(N2CCN(S(=O)(=O)c3cccc(F)c3)CC2)C1=O (stereo unspecified),35%

# Additional results:
SMILES,12-LOX inh
CC1(C)C[C@H](NC(=O)c2ccccc2)[C@@]2(CCC(=O)NCCN3CCOCC3)CC[C@](C)(O)C[C@@H]12,6%
c1ccc(O[C@H]2COCCN(c3nc4ccccc4s3)C2)cc1,4%[176 µM]
O=C(Nc1nccs1)C1CC(=O)N(c2n[nH]c3ccccc23)C1 (stereo unspecified),9%
COc1ccc(CCNC(=O)CCn2ccn3nc4c(c3c2=O)CCCC4)cc1OC,49%[activator]
CCOC(=O)CNC(=O)N1CCC(N2C(=O)C(OCC3CC3)C23CCCCC3)CC1 (stereo unspecified),64%[activator]
CN(C)C(=O)CN1C(=O)CO[C@H](c2ccc(NC(=O)C3CC3)cc2)[C@H]1CO,-3%[176 µM]
COc1ccc(-n2nc(C3CCN(C(C)=O)CC3)[nH]c2=O)cc1,67%[activator][176 µM]
COc1ccc(C(=O)N2CCC3(CC2)NC(=O)N(Cc2ccc(C)cc2)C3=O)cc1OC,12%
Cc1ncccc1C(=O)N1CC2CC(C1)[C@H]1CCCC(=O)N1C2 (stereo partly specified),4%
Cc1noc(C2CCCCCN2C(=O)NC2CCCC2)n1 (stereo unspecified),40%
CC1=C(C#N)C(NC(=O)CCC2CCCCC2)(C(F)(F)F)C(=O)N1 (stereo unspecified),25%
C#CCCCN([C@@H](CC(C)C)C(=O)OC)S(=O)(=O)c1ccccc1Br,1%
CCCc1ccc(C2(C)NC(=O)N(Cc3ncc(-c4ccccc4)o3)C2=O)cc1 (stereo unspecified),3%
CSc1nc2c(c(=O)n(C)c(=O)n2C)n1Cc1ccccc1F,-25%
COCc1nnc(NC(=O)C2c3ccccc3C(=O)N(CC(C)C)C23CCCC3)s1 (stereo unspecified),-9%
CCCCC1CCC[S+](c2cc(O)ccc2O)C1 (stereo unspecified),?
O=C(Nc1cc(Cl)cc(Cl)c1)c1ccc(S(=O)(=O)C2CCS(=O)(=O)C2)cc1 (stereo unspecified),?
CCOc1ccc(NC(=O)CSc2nccn2Cc2ccccc2OC)cc1,-9%
CNC(=O)[C@@H]1CN(C(=O)c2ccsc2)C[C@H]1c1nc(C)no1,22%
COc1ccc(C)cc1-c1csc(NC(=O)c2ccccc2OCc2noc(C)n2)n1,12%

# Arranged by formula weight (descending): part of the list above.
SMILES,12-LOX inh
O=C(Nc1cc(Cl)cc(Cl)c1)c1ccc(S(=O)(=O)C2CCS(=O)(=O)C2)cc1 (stereo unspecified),?
CCCc1ccc(C2(C)NC(=O)N(Cc3ncc(-c4ccccc4)o3)C2=O)cc1 (stereo unspecified),3%
CSc1nc2c(c(=O)n(C)c(=O)n2C)n1Cc1ccccc1F,-25%
CNC(=O)[C@@H]1CN(C(=O)c2ccsc2)C[C@H]1c1nc(C)no1,22%

# The list goes on:
SMILES,12-LOX inh
COC(=O)c1ccc(C(=O)NCC2Cc3cccc(-c4ccc(C(=O)OC)cn4)c3O2)cc1 (stereo unspecified),5%
Cc1cc(C(=O)CSc2nnc(COc3ccccc3Cl)n2C)c(C)n1CC(F)(F)F,?
O=C(NC1CCCCC1)c1ccc2c(c1)N(C(=O)c1ccc(F)cc1)CC2,30%[activator]
Cc1ccc(C)c(CS(=O)(=O)Cc2nc(C)no2)c1,?
O=C(c1ccncc1)N1CCN(C(=O)c2nnn3c2COC(c2ccc(Cl)cc2)C3)CC1 (stereo unspecified),24%
CS(=O)(=O)N(C1CCOCC1)C1CN(C(=O)c2ccccn2)C1,1%
COc1ccc(Cn2c(C3CCN(C(=O)c4ccc(F)c(Cl)c4)CC3)n[nH]c2=O)cc1,-18%
COc1cccc(OCCN(C)C(=O)C2CCCN(C(=O)N(C)C)C2)c1 (stereo unspecified),0%
CCC1Oc2nc(SC)nnc2-c2ccccc2N1C(C)=O (stereo unspecified),-9%
O=C(c1cc[nH]c1)N1CCN(c2nc3ccccc3s2)CC(O)C1 (stereo unspecified),28%

# As entered above.
# 12-LOX inh with CCOc1ccc(NC(=O)CSc2nccn2Cc2ccccc2OC)cc1 = -9%
# 12-LOX inh with CC1(C)C[C@H](NC(=O)c2ccccc2)[C@@]2(CCC(=O)NCCN3CCOCC3)CC[C@](C)(O)C[C@@H]12 = 6%
# 12-LOX inh with COCCN(CCOC)C(=O)c1cccc(C#N)c1 = 5%
# 12-LOX inh with CCC1Oc2nc(SC)nnc2-c2ccccc2N1C(C)=O (stereo unspecified) = -9%

# (continued)
SMILES,12-LOX inh
COC(=O)C1=C(C)N(C)C(=NCC2CC2)NC1c1cccc(C(F)(F)F)c1 (stereo unspecified),?
COc1cc(OC)c(OC)cc1CNC(=O)Nn1cnc2ccccc21,-1%
CNC(=O)c1cc(S(=O)(=O)N[C@H]2[C@H]3CCO[C@H]3[C@@H]2N(C)C)cs1,47%[activator]
O=C(CO[C@H]1CN(Cc2ccc(C(=O)O)cc2)C[C@H]1F)Nc1ccccc1O,17%[176 µM]
O=C(N1CCCCC1)C12CC3CC(CC(Cl)(C3)C1)C2,4%
COc1cccc([S+](=O)([O-])N2CC(N3CCc4ccccc43)C2)c1,2%[6.33 µM]
C[C@]12Cc3ccccc3C1CC1=N[C@@H](C3CCCCC3)O[C@@]13C[C@@H]2C(=O)N3C1CCN(Cc2ccccc2)CC1 (stereo partly specified),6%
Cc1ccc([S+](=O)([O-])N2CCc3nc(C)nc(-c4ccc(Cl)cc4)c3CC2)cc1,-2%
O=C1CC(c2cc(Br)ccc2F)c2cc3c(cc2N1)OCO3 (stereo unspecified),?
N#C/C(=C1/SC[C@@H](c2ccc(Cl)cc2Cl)S1)n1ccnc1,?
